CCR6 antag = CCR6 (human) receptor antagonism. P51684. CHO-K1 CCR6 PathHunter beta-arrestin, luminescence, CCL20-stimulated. inhibition, % at 20 µM. actives 0.49% (n = 340,000);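 active = compounds whose inhibition of the agonist-driven luminescence signal at 20 µM reaches about 50%, limit read from the data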;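 also: cells stimulated with CCL20 at 14 nM final; plate controls were DMSO with CCL20 for no effect and DMSO without agonist for full effect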
XBP1 UPR activ = adaptive UPR (XBP1) activation; activation, % at 20 µM; CHO-XBP1 luciferase reporter, IRE1-XBP1 UPR activation, luminescence; percent of tunicamycin response, DMSO as zero; AID 463104; actives 0.33% (n = 330,000);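 active = versus positive control, 20 µM dose yields 30% or more activation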;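 also: 100% = tunicamycin at 10 µg/mL and 0% = DMSO only wells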
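Material: CHO cell line with stable XBP1 luciferase reporter; schedule: 16-18 h cell attachment at 37 °C, then 6 h compound exposure; signal: glow luminescence from Steady-Glo reagent; medium: serum-containing F12 medium, 10% FBS; benchmarks: tunicamycin 10 µg/mL and vehicle-only wells; read-out: percent activation relative to tunicamycin reference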
tim23-1 inh = inhibits growth of tim23-1 mutant yeast. AID 463212. S. cerevisiae tim23-1 growth, BacTiter-Glo luminescence, 24 h. inhibition, % at 20 µM. actives 1.3% (n = 330,000);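 active = growth inhibition of the mutant yeast at or above 50%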;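 also: temperature-sensitive mutant grown at 25 °C; plate controls were DMSO-treated mutant yeast for no effect and medium wells lacking yeast for full effect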
APJ antagonist = blocks the human apelin receptor APJ; actives 0.32% (n = 330,000); inhibition, % at 20 µM; P35414; CHO-K1 APJ beta-arrestin complementation, luminescence; AID 2521;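 active = inhibition above about 40% at 20 µM, limit read from the data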;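 also: cells challenged with 10 nM apelin-13 agonist together with compound; plate controls were apelin-13 plus DMSO wells for no effect and DMSO wells lacking apelin-13 for full effect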
Target sequence (P35414 whole entry, looked up): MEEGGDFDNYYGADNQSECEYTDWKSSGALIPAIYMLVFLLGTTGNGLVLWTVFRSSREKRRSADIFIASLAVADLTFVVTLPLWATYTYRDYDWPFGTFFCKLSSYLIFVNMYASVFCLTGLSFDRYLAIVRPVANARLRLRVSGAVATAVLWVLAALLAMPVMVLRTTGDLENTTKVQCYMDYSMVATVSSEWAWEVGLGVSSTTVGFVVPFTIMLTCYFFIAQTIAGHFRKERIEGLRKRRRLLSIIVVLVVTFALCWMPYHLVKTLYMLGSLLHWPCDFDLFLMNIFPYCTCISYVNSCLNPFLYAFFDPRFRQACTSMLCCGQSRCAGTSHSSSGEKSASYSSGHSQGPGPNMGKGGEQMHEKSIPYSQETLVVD
EBI2 antag = antagonists of human EBI2 receptor; P32249; EBI2 beta-arrestin recruitment, luminescence, 7a,25-OHC stimulated; inhibition, % at 5 µM; actives 0.81% (n = 360,000); AID 651636; in the data active = inhibition above about 38%;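 also: enzyme fragment complementation signal reports receptor beta-arrestin coupling in cells; 0% = agonist plus DMSO wells and 100% = wells without agonist; some results beyond the cut were filed as inactive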
Target sequence (P32249 whole entry, looked up, the tested form may be a part): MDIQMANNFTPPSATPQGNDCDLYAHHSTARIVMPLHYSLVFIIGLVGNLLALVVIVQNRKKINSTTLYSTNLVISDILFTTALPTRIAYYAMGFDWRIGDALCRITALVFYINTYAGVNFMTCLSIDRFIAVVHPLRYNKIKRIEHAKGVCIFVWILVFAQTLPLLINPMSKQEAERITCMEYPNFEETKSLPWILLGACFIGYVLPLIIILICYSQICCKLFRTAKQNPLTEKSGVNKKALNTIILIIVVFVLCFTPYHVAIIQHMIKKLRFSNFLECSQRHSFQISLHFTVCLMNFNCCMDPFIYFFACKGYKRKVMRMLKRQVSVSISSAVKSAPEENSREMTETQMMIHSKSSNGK
CXCR6 inh = inhibitors of human CXCR6 receptor | actives 0.36% (n = 360,000) | inhibition, % at 20 µM | CHO-K1 PathHunter CXCR6 beta-arrestin, luminescence; in the data active = inhibition above about 34%, passing the limit was not always enough;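 also: antagonist mode with CXCL16 agonist at 10 nM final; 0% = 10 nM CXCL16 with DMSO and 100% = unstimulated wells without agonist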
Target sequence (O00574 whole entry, looked up): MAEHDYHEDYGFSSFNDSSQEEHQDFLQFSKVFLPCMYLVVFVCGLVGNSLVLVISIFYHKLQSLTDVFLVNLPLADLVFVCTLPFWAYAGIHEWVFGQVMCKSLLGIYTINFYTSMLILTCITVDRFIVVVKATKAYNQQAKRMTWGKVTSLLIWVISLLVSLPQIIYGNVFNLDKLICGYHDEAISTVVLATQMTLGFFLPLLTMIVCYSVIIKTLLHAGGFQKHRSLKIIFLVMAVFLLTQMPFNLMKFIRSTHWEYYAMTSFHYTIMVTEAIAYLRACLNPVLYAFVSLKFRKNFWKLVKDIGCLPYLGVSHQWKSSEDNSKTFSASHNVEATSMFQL
UPR CHOP act = activators of apoptotic arm of unfolded protein response (CHOP). CHO-CHOP luciferase reporter, UPR activation, luminescence; percent of tunicamycin response over DMSO baseline. activation, % at 10 µM. actives 0.34% (n = 330,000);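 active = at 10 µM dose, activation of 40% or more, normalized to positive control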;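 also: 100% = tunicamycin at 10 µg/mL and 0% = DMSO alone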
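System: CHO CHOP reporter cells. Amount: 500 cells per well. Buffer or medium: F12 medium, 10% FBS. Compound dosing: one dose, 10 µM in 0.5% DMSO. Incubation: 6 h compound exposure at 37 °C after overnight seeding. Technique: Steady-Glo luciferase luminescence. Benchmarks: tunicamycin and DMSO controls.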
APJ ag = agonists of human APJ apelin receptor; P35414; CHO-K1 APJ PathHunter beta-arrestin, luminescence; 0% DMSO wells, 100% apelin; activation, % at 20 µM; actives 0.11% (n = 330,000); AID 2520;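 active = activation more than six SD over the plate average, tested at 20 µM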;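 also: 0% = DMSO alone and 100% = apelin-13 at 10 nM; some results filed as inactive read as strong as hits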
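Assay system: engineered CHO-K1 APJ arrestin reporter cells; Amount: 1000 CHO-K1 reporter cells seeded per well; Dosing: one dose, 20 µM compound, 1% DMSO; Times: compound stimulation 90 min at 25 °C, detection 60 min; Measured by: luminescent beta-gal fragment complementation, chemiluminescent substrate; Read-out: APJ–arrestin association signal; Controls: DMSO vs Apelin-13 10 nM.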
Mdm2-MdmX inh = disrupts the human Mdm2-MdmX interaction; O15151+Q00987; inhibition, % at 8 µM; SaOS-2 split-luciferase Mdm2/MdmX complementation, luminescence; actives 3% (n = 330,000);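 active = inhibition of at least 50% at 8 µM in the primary screen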
* marks the source's active call; other numbers are inactive results. The list is partial, so the mix of outcomes need not match the whole.

SMILES	CCR6 antag	XBP1 UPR activ	tim23-1 inh	APJ antagonist	EBI2 antag	CXCR6 inh	UPR CHOP act	APJ ag	Mdm2-MdmX inh
Cc1ccc(C(C(=O)NC2CCCC2)N(Cc2ccccc2)C(=O)c2csnn2)o1 (stereo unspecified)	24	-3	5	-5	-8	1	-2.5	-8	11
Cc1ccc(C(C)C)c(OCc2nnc(SCC(=O)Nc3ncc(C)s3)n2C)c1	4	7	6	-1	-3	-1	-1.0	7	41
CCCN1CCN(C(=O)CS(=O)(=O)Cc2nc(-c3cccc(OC)c3)oc2C)CC1	-3	-4	25	-9	0	-4	-0.7	11	8
COc1ccc(/C=N\NC(=O)CC(=O)Nc2cccc(Cl)c2)cc1OC	0	-1	9	-24	1	-13	-1.1	-3	10
COc1cccc(-n2c(C)nn(C)c2=O)c1	0	1	7	13	-2	5	-2.6	-4	9
CCC(=O)c1ccc(OC)c(OC)c1O	10	5	-1	-7	-10	-6	-2.0	-2	0
CC1CCCC(NC(=O)CSc2cccc[n+]2[O-])C1C (stereo unspecified)	4	0	6	5	-2	4	0.1	-2	-12
O=C(NCCN1CCOCC1)C(=O)NCC1OCCCN1S(=O)(=O)c1ccc(F)cc1 (stereo unspecified)	-10	-7	11	-5	-10	-3	1.5	3	9
O=C(CCCc1ccccc1)Nc1ccccn1	6	0	21	-16	-1	1	2.9	1	-1
COc1ccc(S(=O)(=O)N2CCSC2C)cc1C (stereo unspecified)	-2	-1	14	-1	3	4	-1.1	-4	12
COCCNC(=O)c1cc2c(=O)n(C)c3ccccc3c2n1C	0	-1	18	-60	-3	-8	1.2	-2	19
Cc1cccc(NC(=O)N2CCCCCC2)c1	9	-1	-2	-4	-5	-3	5.5	-6	5
CCc1nn(CC(=O)N2CCC(C(N)=O)CC2)c(=O)c2cc3occc3n12	12	-3	0	10	-2	-1	0.8	-4	5
O=C(c1ccncc1)c1ccc(N2CCN(C3CC(=O)N(Cc4cccs4)C3=O)CC2)cc1 (stereo unspecified)	5	-1	19	-1	3	-6	-1.7	-2	-7
CCc1ccc(S(=O)(=O)N2CC(=O)Nc3ccccc32)cc1	13	-2	-2	3	3	-4	-2.0	2	7
COc1ccc(S(=O)(=O)Nc2cccc3c2O[C@H](CN(C)S(=O)(=O)c2ccc(Cl)cc2)[C@H](C)CN([C@H](C)CO)C3=O)cc1	-8	-3	16	16	-1	3	2.9	-2	2
O=C(c1cc(-c2ccccc2)nc2ccccc12)N1CCN(C2CCS(=O)(=O)C2)CC1 (stereo unspecified)	11	-3	-8	-2	2	-6	0.1	-3	18
CN(CCCNC(=O)C1CCC(CNS(=O)(=O)c2ccccc2)CC1)Cc1ccccc1 (stereo unspecified)	6	-6	3	11	-7	-1	-0.2	-2	-3
CC1CC(c2ccccc2)n2nc(NC(=O)c3ccco3)nc2N1 (stereo unspecified)	0	-2	4	17	4	0	-1.0	1	-29
CC(CCc1ccccc1)NC(=O)c1ccc(C(=O)NC(C)CCc2ccccc2)cc1 (stereo unspecified)	-3	-3	-5	-4	12	1	3.1	0	44
CCOc1ccc(C(=O)NCC(=O)OCc2cc(C(C)=O)ccc2OC)cc1	15	0	14	4	-7	5	-3.6	0	-8
CN(C)C1=NC[C@H](Cc2ccccc2)N1CC1CCCCCC1	8	-2	2	-51	12	11	-0.8	-4	8
CCN(Cc1ccncc1)C(=O)c1cccc(S(=O)(=O)N2CCOCC2)c1	10	-1	16	-1	-5	-6	-2.6	2	8
COc1ccc(OC)c(C(=O)CSc2nnc(-c3cccnc3)n2C)c1	-8	-1	8	11	1	-16	-1.1	3	12
COc1ccc(S(=O)(=O)N2CCOCC2)cc1NC(=O)CN1C(=O)NC(C)(C2CC2)C1=O (stereo unspecified)	2	0	-4	8	10	4	-0.7	-4	8
Cn1nnnc1Sc1ncnc2scc(-c3cccc(C(F)(F)F)c3)c12	7	-4	53*	1	1	9	3.1	-2	100*
C=CCN(c1ccccc1)S(=O)(=O)c1cccc(C(=O)Nc2cc(C)ccn2)c1	21	0	32	11	9	6	4.3	2	32
CS(=O)(=O)c1ccc2c(c1)sc1nc(=O)c(/C=C3/C=CC(=O)C(O)=C3)c(N)n12	32	1	-5	17	0	12	2.1	-2	-1
CCCCCOC(=O)Cc1c(C)nc(-c2ccccc2)[nH]c1=O	3	-4	54*	10	0	8	-1.8	-2	17
CC(=O)/C(N=Nc1nc2c([nH]1)c(=O)n(C)c(=O)n2C)=C(\C)O	8	1	4	5	6	6	-0.4	-9	18
CCC(C)(C)NC(=O)C(c1ccccc1Cl)N(C(=O)CCC(=O)Nc1cc(C)on1)C(C)(C)C (stereo unspecified)	3	-5	11	7	2	7	-1.0	0	-4
c1ccc(-n2ncc3c(N4CCCCC4)ncnc32)cc1	-3	-8	43	0	-4	1	-7.3	-2	51*
CC(C)Sc1nc2ncnc(N)c2[nH]1	-3	0	8	-3	-12	3	-0.9	-1	15
CSc1ccccc1N1CCN(C(=O)Nc2ccc3c(c2)NC(=O)CO3)CC1	3	0	5	4	0	-4	1.6	0	17
O=C(CN1CC(c2ccccc2)CC1=O)N/N=C/c1cc(Br)ccc1O (stereo unspecified)	-12	0	56*	-16	-14	-14	1.1	4	62*
Cc1sc2nc(SCC(=O)NCCCO)n(-c3ccccc3)c(=O)c2c1C	12	-3	5	-13	0	0	0.5	0	9
Cc1ccc(S(=O)(=O)c2cc3c(=O)n4ccccc4nc3n(C)c2=N)cc1C	27	6	16	33	-3	11	-1.0	-6	86*
Cc1cc(C(=O)NN)n[nH]1	-4	2	-14	9	4	-10	1.4	-4	19
Cc1ccc(S(=O)(=O)NN2C(=O)c3ccccc3NC2c2ccccc2O)cc1 (stereo unspecified)	1	-2	11	-6	-5	1	0.8	2	16
COc1ccccc1NC(=O)CCCN1C(=O)C(c2ccccc2)Oc2cccnc21 (stereo unspecified)	15	0	35	1	-4	1	-0.3	-7	8
CC(Sc1nc(N)cc(=O)[nH]1)C(=O)Nc1cccc(Cl)c1 (stereo unspecified)	12	-1	6	-24	-8	-16	-1.3	-1	17
COc1ccc(CC(=O)Nc2ccccc2NC(=O)c2ccco2)cc1OC	-3	0	4	1	-7	3	-2.3	-1	13
CCOc1ccc(-c2cc(CCCC(=O)Nc3cccc(OC)c3)no2)cc1	20	-6	14	-2	-6	-3	-4.8	-1	54*
CCn1c(-c2ccc(N)cc2)nc2ccccc21	11	2	-20	11	0	4	4.0	-4	13
C/C(=N\Nc1nc2ccccc2s1)c1cccs1	4	1	64*	5	20	1	1.6	-10	-179
C=CCC(=O)N1CCCC(CCC(=O)NCc2ccccc2F)C1 (stereo unspecified)	0	-4	-6	2	-6	-2	0.4	-4	5
Cc1ccc(Sc2ncccc2C(=O)NCc2cc([N+](=O)[O-])ccc2O)cc1C	31	-3	21	15	3	10	-1.1	-3	10
CC1(C)CC(=O)C2=C(C1)Nc1ccccc1NC2c1ccccc1F (stereo unspecified)	0	-3	3	3	-10	-9	0.8	-1	-3
Cc1csc(=O)n1CC(=O)OC(C)C(=O)Nc1cccc(Cl)c1 (stereo unspecified)	7	-1	-2	12	2	2	-0.6	-7	23
COc1cccc(N2CCN(c3ccc4nnc(CCC(=O)Nc5cccc(C(C)=O)c5)n4n3)CC2)c1	0	-2	8	15	-22	1	2.4	1	21
CC(=O)c1ccc(N2CCc3ccccc3C2)c([N+](=O)[O-])c1	8	0	43	28	1	4	4.0	-3	-11
COc1c(C)cccc1C(=O)Nc1cc(-c2nn3c(C)nnc3s2)ccc1C	-1	-1	0	-56	1	7	2.0	-2	37
Cc1cccc(NC(=S)N2CCC(NC(=O)C3CCCCC3)CC2)c1	13	-5	-4	-8	6	-3	-1.4	0	-15
O=C(OCC(=O)N1CCN(C(=O)c2ccco2)CC1)c1ccccc1C(=O)c1ccccc1	-14	-7	12	13	-3	3	-5.4	-3	13
Cc1ccc(NC(=O)c2cccc3ccccc23)cc1	5	1	9	-16	11	-2	6.1	0	-17
CCOc1ccc(NC(=O)C2CCCN(S(=O)(=O)c3ccc4c(c3)CCCN4C(C)=O)C2)cc1 (stereo unspecified)	6	-3	7	-2	-2	0	-0.8	-2	28
CC(C(=O)NC1CCCC1)N(C(=O)Cn1nnc(-c2ccc(F)cc2)n1)c1ccccc1F (stereo unspecified)	2	1	28	9	-25	7	2.6	2	21
CCOc1ccc(CN2CCN(CCCc3ccccc3)CC2CCO)cc1 (stereo unspecified)	6	-5	-7	9	-6	-4	2.4	-1	11
COc1ccccc1N1CC(C(=O)Nc2nnc(SCC(=O)N3CCCC3)s2)CC1=O (stereo unspecified)	10	-5	4	4	0	-1	-2.1	-1	9
Cc1ccc(-c2onc3ccc(C(=O)O)cc23)cc1	3	-15	13	-11	-3	-4	-4.8	-5	-13
Next section.
SMILES	CCR6 antag	XBP1 UPR activ	tim23-1 inh	APJ antagonist	EBI2 antag	CXCR6 inh	UPR CHOP act	APJ ag	Mdm2-MdmX inh
Cc1ccc(N2C(=O)N3[C@H](c4ccc(Cl)cc4)[C@@H]4C(=O)N(C5CCCCC5)C(=O)[C@@H]4[C@]3(Cc3ccccc3)C2=O)cc1	7	2	21	4	-14	3	-0.4	-1	22
Cc1ccc(Nc2nc3nonc3[nH]c2=O)cc1	11	-2	7	9	2	-5	2.9	-3	-22
CCN(Cc1ccncc1)C(=O)c1ccc(C)c(S(=O)(=O)N2CCCCC2)c1	20	0	13	7	11	1	-0.1	-4	2
O=C(CSc1nnc(CNC(=O)c2c(F)cccc2F)o1)NCc1ccccc1Cl	21	-4	-7	10	-10	-3	-1.1	7	16
O=S(=O)(NC1CC2CCC1C2)c1ccc(Br)s1 (stereo unspecified)	0	-2	13	9	-3	-4	1.8	0	14
CC(C)(C)NC(=O)C(c1ccc(F)cc1)N(CCc1ccccc1)C(=O)c1ccn[nH]1 (stereo unspecified)	-14	-1	7	6	-7	7	1.3	-2	-14
O=C(Cc1ccccc1)NN1C(=O)/C(=C/c2ccc(C(=O)O)cc2)SC1=S	27	-2	9	18	-8	14	1.2	-6	-29

As a short view, part of the list above:
SMILES	CCR6 antag	XBP1 UPR activ	tim23-1 inh	APJ antagonist	EBI2 antag	CXCR6 inh	UPR CHOP act	APJ ag	Mdm2-MdmX inh
CCN(Cc1ccncc1)C(=O)c1ccc(C)c(S(=O)(=O)N2CCCCC2)c1	20	0	13	7	11	1	-0.1	-4	2
O=C(CSc1nnc(CNC(=O)c2c(F)cccc2F)o1)NCc1ccccc1Cl	21	-4	-7	10	-10	-3	-1.1	7	16
O=S(=O)(NC1CC2CCC1C2)c1ccc(Br)s1 (stereo unspecified)	0	-2	13	9	-3	-4	1.8	0	14
CC(C)(C)NC(=O)C(c1ccc(F)cc1)N(CCc1ccccc1)C(=O)c1ccn[nH]1 (stereo unspecified)	-14	-1	7	6	-7	7	1.3	-2	-14

Source: PubChem BioAssay (Sanford-Burnham Center for Chemical Genomics)
